High-throughput results: PubChem, National Center for Advancing Translational Sciences (NCATS)
A-T KAP1 phos: candidate therapy for ataxia-telangiectasia; […] A-T fibroblasts, KAP-1 phosphorylation AlphaLISA; neocarzinostatin DNA damage 30 min before lysis; Potency, µM (series often up to 57.5 µM), without a hit: at the highest dose activation, usual class: activators; 320,000 compounds, 0.19% hits; further: potency means the concentration at half of the fitted maximal effect; % of control where 0% means no effect; nearly all actives have a fitted effect of over 45% in size
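ATM-like activity read as KAP-1 phosphorylation via AlphaLISA donor/acceptor antibody pairs after lysis and 6 hr at 25C. Cells were ATM-null patient fibroblasts ([…], hTERT), dosed 60 min, then exposed to the DSB inducer NCS for 30 min.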
KCNH2 WT inh: inhibitors of human wildtype KCNH2 potassium channel | Q12809 | 340,000 compounds, 0.37% hits | activity change, % at 1.84 µM | U2OS, BacMam KCNH2, thallium flux FluxOr; hits give low values;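 active means maximum activity change below -70%; inconclusive means maximum activity change between -70% and -50%; inactive means maximum activity change above -50%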; further: on the % scale 0 is the no-effect control and ±100 the full control effect
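U2OS cells transduced with wild-type KCNH2 virus are loaded with FluxOr dye for 45 min, and thallium flux is measured in kinetic reads before and after stimulation buffer. Rate constants are normalized to DMSO controls.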
S-ASM inh: human S-ASM enzyme inhibition; placental ASM, HMU-PC fluorogenic substrate, 60 min; P17405; 340,000 compounds, 0.006% hits; Potency, µM (top dose mostly 57.5 µM), inactives show at the highest dose activity change, negative = inhibition, most hits filed as inhibitors; AID 504937; further: potency means the concentration at half of the fitted maximal effect
Target sequence (P17405 47-631 limits assumed): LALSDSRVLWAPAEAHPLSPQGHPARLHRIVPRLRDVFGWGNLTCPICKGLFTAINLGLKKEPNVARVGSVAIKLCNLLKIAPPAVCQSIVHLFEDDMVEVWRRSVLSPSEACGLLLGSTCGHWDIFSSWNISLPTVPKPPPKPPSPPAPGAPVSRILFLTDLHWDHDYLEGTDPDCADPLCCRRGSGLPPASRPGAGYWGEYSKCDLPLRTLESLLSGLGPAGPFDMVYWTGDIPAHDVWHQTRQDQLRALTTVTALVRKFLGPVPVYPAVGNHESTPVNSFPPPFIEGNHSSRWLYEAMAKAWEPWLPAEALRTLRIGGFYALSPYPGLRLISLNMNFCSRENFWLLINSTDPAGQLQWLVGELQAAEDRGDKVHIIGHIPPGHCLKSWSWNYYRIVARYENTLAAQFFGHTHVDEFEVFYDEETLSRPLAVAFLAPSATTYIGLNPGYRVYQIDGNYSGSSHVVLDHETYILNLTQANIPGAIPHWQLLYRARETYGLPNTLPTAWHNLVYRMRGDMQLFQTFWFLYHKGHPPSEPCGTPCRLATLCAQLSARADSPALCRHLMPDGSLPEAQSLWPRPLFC
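Fluorogenic HMU-PC substrate (9 uM final) is turned over by placental ASM in 60 min at 37 C after a 10 min compound preincubation. Reaction ended by alkaline stop (pH 10), with fluorescence read at 386/447 nm.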
KCNH2 3.1 inh: inhibitors of human KCNH2 3.1 potassium channel isoform; activity change, % (tested at about 1.8 µM); U2OS KCNH2 3.1, thallium flux FluxOr; hits give low values; 340,000 compounds, 0.95% hits;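 active means maximum activity change below -70%; inconclusive means maximum activity change from -70% to -50%; inactive means maximum activity change above -50%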;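 further: thallium influx rate constant from kinetic fluorescence after stimulation buffer; on the % scale 0 is the no-effect control and ±100 the full control effect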
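Steps: virus added to U2OS suspension (4 h, RT, dark); medium with 10% FBS added, cells plated, 37 C overnight; FluxOr/Red40 loading buffer 45 min RT; stimulation buffer, 2 min kinetic read; rate constant normalized.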
GALK inhibitor: galactokinase (human) inhibition. P51570. Purified GALK, Kinase-Glo residual ATP luminescence. Potency, µM (titrated, usually from 57.5 µM), inactives show at the highest dose activity change, negative = inhibition, most hits filed as inhibitors. 270,000 compounds, 0.007% hits; further: potency means the concentration at half of the fitted maximal effect; on the % scale 0 is the no-effect control and ±100 the full control effect
Target sequence (P51570 whole entry, looked up): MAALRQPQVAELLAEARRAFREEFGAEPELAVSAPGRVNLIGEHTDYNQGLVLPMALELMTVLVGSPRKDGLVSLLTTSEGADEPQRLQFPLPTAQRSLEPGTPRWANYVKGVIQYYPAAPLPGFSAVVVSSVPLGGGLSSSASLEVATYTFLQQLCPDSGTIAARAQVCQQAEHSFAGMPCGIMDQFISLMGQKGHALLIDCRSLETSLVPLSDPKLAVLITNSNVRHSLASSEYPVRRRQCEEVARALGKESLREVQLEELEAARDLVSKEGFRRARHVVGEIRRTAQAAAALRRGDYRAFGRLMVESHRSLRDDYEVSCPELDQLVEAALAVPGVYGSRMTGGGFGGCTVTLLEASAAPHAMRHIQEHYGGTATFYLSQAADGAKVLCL
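Galactose (100 uM) and ATP (35 uM) were turned over by 5 nM GALK for 1 h at RT. Kinase-Glo Plus then converted the remaining ATP into a luminescent signal.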
TRPV1 agonist: human TRPV1 agonism; Q8NER1; TRPV1-expressing cells, Fluo-8 calcium influx, agonist mode; activation, % at 8.33 µM; 320,000 compounds, 0.19% hits; in the data active means activation above about 80%; inconclusive means between about 30% and that limit; further: 0% is about no effect
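TRPV1-expressing cells were cultured overnight at 35.5C and loaded with Fluo-8 calcium dye for 40 to 90 min at room temperature. After a 10 s baseline, compound was added and calcium influx was read kinetically for 3 min (ex 480/em 520 nm).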
MLL CXXC-DNA inh: inhibitors of human MLL CXXC domain-DNA interaction; 290,000 compounds, 0.037% hits; Potency, µM (doses to about 115 µM), for the others: at the top dose activity change, negative = inhibition, most hits filed as inhibitors; MLL-CXXC / FITC-HOXA9 DNA fluorescence polarization; active means well fitted inhibition curve with a large enough effect in the polarisation, with a control signal flat, not every such curve was filed as active; inconclusive means small, poorly fitted or top-dose-only effect, or effect the other way, or a change in a side signal; inactive means no such curve, though single readings can be large or run the other way; the % refers to the polarisation; further: potency means the concentration at half of the fitted maximal effect
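Steps: dispense CXXC domain solution (7 uM) → pin compounds or unlabeled HOX-A9 DNA control → 5 min ambient → add FLSN-HOX-A9 solution (50 nM) → spin → 30 min ambient → fluorescence polarization. Tris pH 7.5/NaCl/DTT/BSA buffer.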
MBNL1-CUG inh: MBNL1-poly(CUG) RNA binding inhibition; TR-FRET MBNL1-His/biotin-(CUG)12 binding, 665/545 ratio; Q9NR56; Potency, µM (titrated, usually from 57.5 µM), for inactives: top-dose activity change, negative = inhibition, hits mostly inhibitors; 280,000 compounds, 0.036% hits; AID 2675; active means well fitted inhibition curve with a large enough effect in the signal ratio, with a control signal flat, not every such curve was filed as active; inconclusive means small, poorly fitted or top-dose-only effect, or effect the other way, or a change in a side signal; inactive means no such curve, though single readings can be large or run the other way; the % refers to the signal ratio; further: potency means the concentration at half of the fitted maximal effect; on the % scale 0 is the no-effect control and ±100 the full control effect
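His-tagged MBNL1 binding to biotinylated (CUG)12 RNA was measured by TR-FRET using terbium anti-His antibody (0.055 ng/ul final) and streptavidin-XL665 (5 nM final). Compounds were titrated 92 nM to 58 uM; 60 min at room temperature.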
Coupling enz: coupling enzyme interference in Giardia aldolase counter-screen; coupling enzyme system counterscreen, AmpLite Red fluorescence; activity change, negative = inhibition, % at 58.2 µM, hits read low; 290,000 compounds, 0.67% hits; AID 2472; in the data active means activity change below about -30%; further: on the % scale 0 is the no-effect control and ±100 the full control effect
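Activity here indicates interference with the coupling reaction, not aldolase inhibition. Compounds at 57.5 uM final met coupling enzymes for 10 min at RT; substrate and AmpLite Red detection followed, with a 525/598 nm fluorescence read after 20 min.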
Integrin act MD: activators of alpha7 integrin expression for muscular dystrophy | alpha7betagal myoblasts, beta-gal FDG fluorescence, 48 h | Potency, µM (titrated, usually from 38.3 µM), for the others: top-dose activation, usual class: activators | 350,000 compounds, 0.064% hits | AID 624291;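 further: potency means the concentration at half of the fitted maximal effect; 100% = response of the positive control SU9516; nearly all actives have a fitted effect of over 60% in size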
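Alpha7betagal+/- myoblasts (passage 13) were plated 16-24 hr, then exposed to compounds (1:260 dilution of DMSO stock) for 48 hours at 37C. After MPER lysis, β-galactosidase reporter activity was read as FDG fluorescence (ex 480/em 540) after 30 minutes.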
* marks the source's active call; other numbers are inactive results; ? = inconclusive; / = not tested or not shown; [ ] = remark or other dose. Unless noted, the call rests on the fitted dose curve; in most records, active means well fitted curve in the direction sought with a large enough effect; inconclusive means small, poorly fitted or top-dose-only effect, or another doubt; inactive means no such curve, though single readings can be large; an effect the other way counts as inactive or inconclusive.

mol,A-T KAP1 phos,KCNH2 WT inh,S-ASM inh,KCNH2 3.1 inh,GALK inhibitor,TRPV1 agonist,MLL CXXC-DNA inh,MBNL1-CUG inh,Coupling enz,Integrin act MD
CC(C)(C)c1ccc(CN(Cc2ccccc2)C(c2ccccn2)c2nnnn2C(C)(C)C)cc1 (stereo not drawn),9%,-4,-5%,-23,-3%,25,-2%,1%,-6,-17%
CCOc1ccc(CN(C)c2ccc(S(=O)(=O)N3CCN(C)CC3)cc2[N+](=O)[O-])cc1OC,-14%,1,-5%,9,/,3,/,/,/,-35%
CC(Sc1ncnc2ccccc12)C(=O)Nc1ccc2c(c1)OCCO2 (stereo not drawn),0%,1,-15%,-30,-2%,2,-9%,-1%,-2,-28%
COc1cc(C)nc(NC(=O)NC(=O)c2ccc(C(F)(F)F)cc2)n1,-1%,-9,-1%,16,8%,-2,11%,-4%,1,-15%
CCOC(=O)CC(C#N)c1c[nH]c2ccccc12 (stereo not drawn),11%,2,-2%,-4,0%,-3,-5%,7%,1,8%
CCCCOC(=O)C1[C@H]2C(=O)N(c3ccccc3CC)C[C@]23C=C[C@H]1O3 (stereo partly drawn),1%,3,-2%,-7,1%,11,1%,-20%,4,0%
COCCCNC(=O)C1C2C=CC3(CN(Cc4ccc(C)cc4)C(=O)C13)O2 (stereo not drawn),-2%,22,1%,8,-3%,2,1%,0%,/,20%
O=C(O)CCC(=O)Nc1ccccc1C(=O)Nc1ccccc1,0%,9,5%,15,0%,-1,13%,-16%,-1,32%
CCOC(=O)c1c(C)[nH]c(C(=O)COC(=O)CNC(=O)C2CCCCC2)c1C,0%,-13,0%,14,-4%,1,9%,-4%,-3,12%
COc1ccc(NC(=O)Nc2ccc3c(c2)C(=O)N([C@H](C)CO)C[C@H](C)[C@@H](CN(C)S(=O)(=O)c2ccc(OC)cc2)O3)cc1,3%,-18,-8%,3,/,/,/,/,/,9%
O=S(=O)(Nc1c(O)ccc2ccccc12)c1ccccc1,/,-1,-2%,-8,/,/,/,/,/,-59%[inhibitor]
COc1ccc(C(C(=O)NC2CCCC2)N(C(=O)c2snc(-c3ccc(F)cc3)c2N)c2ccccc2)cc1 (stereo not drawn),1%,1,-1%,-28,/,-2,27%,1%,5,29%
CCn1cc(CN2CCCC(C(=O)c3ccc(-c4ccccc4)c(F)c3)C2)cn1 (stereo not drawn),-5%,32,-2%,-1,4%,23,6%,-5%,3,0%
Cc1ccc(C(=O)Nc2nncs2)cc1S(=O)(=O)N1CCOCC1,-1%,-5,3%,-10,1%,0,0%,-8%,6,-6%
Cc1ccccc1-n1nnnc1SCC(=O)NNC(=O)c1ccc(NC(=O)CC#N)cc1,4%,-1,2%,-15,/,-1,/,/,/,44%
CCOc1ccc(N2C(=O)CC(Sc3nccc(C)n3)C2=O)cc1 (stereo not drawn),1%,12,1%,27,6%,-1,1%,-3%,-1,-10%
CC(SCCc1ccccn1)C(=O)O (stereo not drawn),6%,0,-2%,-9,3%,0,2%,5%,0,18%
COc1ccc(C)cc1N(C(=O)Cn1nnc(-c2ccc(C)o2)n1)C(C(=O)NC1CCCC1)c1ccncc1 (stereo not drawn),12%,15,-1%,-14,-1%,2,-1%,-1%,0,30%
O=C(NCCCn1ccnc1)c1ccc(Cl)c(Cl)c1,16%,-2,1%,12,-3%,1,-3%,-1%,2,15%
Nc1nc(SCc2ccc3c(c2)OCCO3)n[nH]1,/,-8,1%,-21,1%,-2,3%,3%,1,3%
CC[C@@]1(C(=O)OC)N[C@H](CN(C)C(=O)C2CCCCC2)[C@@H]2C(=O)N(C)C(=O)[C@@H]21,12%,0,9%,14,/,/,/,/,/,16%
Cn1nccc1NC(=O)Nc1cccc(Cl)c1Cl,29%,7,-5%,-4,/,-2,0%,-24%,2,5%
COc1ccc(CN(C)Cc2nc3scc(-c4ccccc4)c3c(=O)[nH]2)cc1OC,7%,3,1%,11,-2%,16,6%,/,0,-25%
COc1ccc(CCNC(=O)CSc2nc(-c3ccco3)cc(C(F)(F)F)n2)cc1OC,-1%,-3,-5%,9,1%,3,-2%,12%,0,42%
Cc1cccc2c1ncc1c(=O)n(-c3ccccc3)[nH]c12,4%,-9,-4%,5,0%,6,-1%,?,-2,?

Whole records from above:
Nc1nc(SCc2ccc3c(c2)OCCO3)n[nH]1 in the list: A-T KAP1 phos: /; KCNH2 WT inh: -8; S-ASM inh: 1%; KCNH2 3.1 inh: -21; GALK inhibitor: 1%; TRPV1 agonist: -2; MLL CXXC-DNA inh: 3%; MBNL1-CUG inh: 3%; Coupling enz: 1; Integrin act MD: 3%
CC(C)(C)c1ccc(CN(Cc2ccccc2)C(c2ccccn2)c2nnnn2C(C)(C)C)cc1 (stereo not drawn) in the list: A-T KAP1 phos: 9%; KCNH2 WT inh: -4; S-ASM inh: -5%; KCNH2 3.1 inh: -23; GALK inhibitor: -3%; TRPV1 agonist: 25; MLL CXXC-DNA inh: -2%; MBNL1-CUG inh: 1%; Coupling enz: -6; Integrin act MD: -17%

(more compounds)
mol,A-T KAP1 phos,KCNH2 WT inh,S-ASM inh,KCNH2 3.1 inh,GALK inhibitor,TRPV1 agonist,MLL CXXC-DNA inh,MBNL1-CUG inh,Coupling enz,Integrin act MD
COc1cc(C(=O)OCCN2CCOCC2)cc(OC)c1OC,-7%,0,6%,10,5%,0,-4%,-8%,1,13%
Cc1cc(NC(=O)Cn2nc3c(cc2=O)CCCC3)ccc1Br,-6%,-2,-2%,-2,-1%,3,0%,13%,-2,8%
CN1CCN(c2nc3c(c(=O)[nH]c(=O)n3C)n2CC(N)=O)CC1,9%,-30,2%,0,-4%,1,5%,1%,-3,14%
COc1ccc(CC(=O)NCc2cccs2)cc1,-3%,-6,4%,-1,1%,1,4%,-6%,0,-5%
COc1cc2c(cc1OC)CN(C1CC(=O)N(c3c(C)cccc3C)C1=O)CC2 (stereo not drawn),-6%,-2,5%,15,0%,1,-2%,3%,-1,-13%
Cc1ccc(C)c(NC(=O)C2COc3ccccc3O2)c1 (stereo not drawn),5%,-35,-1%,1,-1%,6,-7%,-1%,-4,-15%
CCn1nc(C(=O)OCC(=O)Nc2nc(-c3ccc(OC)cc3)cs2)c2ccccc2c1=O,7%,-2,-16%,8,1%,-3,10%,/,5,-12%
CCc1ccc(/C=C\C(=O)N2CCCC2)cc1,/,2,0%,13,/,/,/,/,/,15%
CCOC(=O)C1CCCN(S(=O)(=O)c2cnc(Cl)c(Br)c2)C1 (stereo not drawn),0%,-13,-1%,4,-4%,?,7%,-5%,-1,-7%
COc1ccccc1CCNC(=O)CSc1nnc2ccc(-c3ccncc3)nn12,0%,-1,-2%,-13,1%,-2,4%,?,4,-20%
COc1cc(NC(=O)c2cccnc2)ccc1-c1cc2ccccc2oc1=O,5%,/,/,/,1%,-2,-2%,?,-1,/
CCCCCOc1ccc(C(=O)C(c2ccccc2)N2CCOCC2)cc1 (stereo not drawn),2%,-16,-11%,?,0%,3,10%,-3%,1,1%
Cc1cc(C)n(-c2nc(C)nc3sc4c(c23)CCC(C)C4)n1 (stereo not drawn),3%,6,30%,-12,0%,6,3%,-1%,8,-15%
COc1ccc(C(=O)NCC(C)(C)SCc2c(C)cc(C)cc2C)cc1,33%,-6,-17%,-14,0%,-2,14%,-3%,0,-18%
COc1ccc(-c2cccc(NC(=O)c3cccs3)c2)nn1,4%,5,-1%,9,/,28,/,/,/,17%
Cc1ccsc1/C=C/c1ccc2ccccc2n1,2%,-2,13%,-8,0%,-2,1%,-6%,3,-10%
c1ccc(-c2ccc(-c3nc(-c4ccccn4)no3)cc2)cc1,4%,14,6%,-6,12%,7,-7%,0%,-6,-14%
CCCCCCSc1nnc2[nH]c(=O)cc(N)n12,-2%,13,0%,16,2%,0,-7%,-8%,4,5%
CC(C)NC(=O)Nc1cccc2c1O[C@H](CN(C)S(=O)(=O)c1ccccc1)[C@@H](C)CN([C@H](C)CO)C2=O,-4%,1,6%,38,/,/,/,/,/,25%
